Vif-A3G inh: Vif-A3G binding inhibition; Q9HC16; HeLa A3G-eYFP + Vif (tagged APOBEC3G with the HIV-1 protein that degrades it), YFP fluorescence, overnight; Potency, µM (series often up to 46.1 µM), without a hit: at the highest dose activity, negative = active, hits mostly inhibitors; 410,000 tested, 0.076% active; AID 602310;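 note: potency is the fitted concentration of half-maximal effect; % is set by controls: 0 for no effect and ±100 for the full control effect; nearly all actives have a fitted effect of over 60% in size; hits raise eYFP signal because A3G escapes Vif-driven loss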
Target sequence (Q9HC16 whole entry, looked up): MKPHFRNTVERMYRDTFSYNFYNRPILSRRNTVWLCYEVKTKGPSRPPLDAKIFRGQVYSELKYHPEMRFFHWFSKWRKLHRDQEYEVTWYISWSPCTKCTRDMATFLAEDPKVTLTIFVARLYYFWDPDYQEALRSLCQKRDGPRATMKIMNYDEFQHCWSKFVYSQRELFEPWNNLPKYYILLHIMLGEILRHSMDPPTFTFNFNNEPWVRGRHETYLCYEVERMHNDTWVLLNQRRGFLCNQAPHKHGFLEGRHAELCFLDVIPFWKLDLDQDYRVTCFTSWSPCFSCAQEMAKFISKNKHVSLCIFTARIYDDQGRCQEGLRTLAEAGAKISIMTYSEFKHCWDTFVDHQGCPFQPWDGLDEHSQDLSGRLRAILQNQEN
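Read-out is eYFP fluorescence (Ex 488/Em 500-530) from Vif-expressing HeLa A3G-eYFP cells; more signal means A3G escaped Vif-mediated degradation. Cells plated overnight, compound pinned in, incubated overnight at 37 deg C.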
LDHA inh: LDHA (human) enzyme inhibition. purified LDHA, NADH/diaphorase-resazurin fluorescence; active compounds read low. activity change, % (values are at about 110 or 230 µM). 480,000 tested, 0.15% active. AID 1347041; in the data active = activity change below about -30%; inconclusive = mostly about -25% to -30%;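 note: plate controls were DMSO wells for no effect and wells without enzyme for full effect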
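Enzyme activity of human lactate dehydrogenase 5 (2 nM; 0.06 mM NADH, 0.2 mM pyruvate, 5 min, RT) is measured via a resazurin/diaphorase fluorescence readout of residual NADH.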
RGS4 inhibitor: blocks human RGS4-accelerated GTP hydrolysis; P49798; Transcreener GDP fluorescence polarization, RGS4-accelerated GTP hydrolysis; Potency, µM (highest dose often 114 µM), inactives show at the top dose activity change, negative = inhibition, hits mostly inhibitors; 390,000 tested, 0.039% active; AID 504845; note: potency is the fitted concentration of half-maximal effect; % is set by controls: 0 for no effect and ±100 for the full control effect; nearly all actives have a fitted effect of over 75% in size; some results filed as inactive show a strong effect at the top dose
Target sequence (P49798 whole entry, looked up): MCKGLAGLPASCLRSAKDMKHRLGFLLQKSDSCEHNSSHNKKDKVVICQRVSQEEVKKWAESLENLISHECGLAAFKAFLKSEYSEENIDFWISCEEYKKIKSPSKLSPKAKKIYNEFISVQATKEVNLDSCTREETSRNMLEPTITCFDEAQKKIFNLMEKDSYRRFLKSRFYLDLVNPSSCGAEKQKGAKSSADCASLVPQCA
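MLSMR compounds (23 nl, pin-transferred) preincubated 10 min at room temperature with a 500nM (2x) first reagent, then RGS4 at 900nM (2x) plus Transcreener GDP mix added; fluorescence polarization (620/688 nm) read before and after 90 min at 30 °C.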
D2 antag: antagonizes the human D2 dopamine receptor; HEK293 TREx D2 cells, calcium flux, dopamine EC80; 340,000 tested, 2% active; AID 485344; inhibition, % at 10 µM; P14416; in the data active = inhibition above about 30%; note: 0% is about no effect
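HEK293 T-REx D2 cells, tet-induced, calcium dye no-wash. Cpd pintool add, 180 s kinetic, then EC80 DA, 180 s kinetic. Ca flux read.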
Vif-APOBEC3F blk: inhibitors of Vif-A3F interaction; HeLa A3F-eYFP + Vif (tagged APOBEC3F with the HIV-1 protein that degrades it), YFP fluorescence increase; 390,000 tested, 0.2% active; Potency, µM (highest dose often 46.1 µM), inactives show top-dose activity, negative = active; note: potency is the fitted concentration of half-maximal effect; % of control where 0% means no effect; nearly all actives have a fitted effect of over 65% in size
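HeLa cells stably expressing Vif plus C-terminally eYFP-tagged A3F were seeded, incubated overnight at 37 deg C, dosed with compound, incubated overnight again at 37 deg C. Yellow fluorescence (Ex 488/Em 500-530) reported blocked Vif-mediated A3F-eYFP degradation.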
GRP78 ERSR act: induces the endoplasmic reticulum stress response in human glioma cells. U87-MG GRP78 promoter luciferase reporter, 16 h. Potency, µM, without a hit: at the highest dose activation, most hits filed as activators. 420,000 tested, 0.02% active. AID 602332; note: potency is the fitted concentration of half-maximal effect; series mostly up to about 76 µM; % of control where 0% means no effect; nearly all actives have a fitted effect of over 35% in size
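Stably transfected U87-MG glioma cells carrying a GRP78-based luciferase sensor; 16 h compound incubation. Luminescence end-point read 10 min after Bright-Glo addition at room temperature.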
12-LOX inh: inhibitors of human 12S-lipoxygenase ALOX12 | 580,000 tested, 1.1% active | Potency, µM (series often up to 108 µM), inactives show at the highest dose activity change, negative = inhibition, most hits filed as inhibitors | P18054 | purified 12hLO, xylenol orange hydroperoxide absorbance | AID 1671190; note: potency is the fitted concentration of half-maximal effect; % is set by controls: 0 for no effect and ±100 for the full control effect
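Hydroperoxide product was detected by ferrous iron/xylenol orange as the 573 to 405 nm absorbance ratio. Arachidonic acid at 40 uM (final) was turned over for 30 min at room temperature by 150 nM human 12hLO, pH 7.0 Hepes buffer, after 15 min compound preincubation.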
ERG-DNA inh: ERG Ets/DNA interaction inhibition | P11308 | fluorescence polarization, His-ERG Ets domain / labelled DNA | Potency, µM (doses to about 76.9 µM), without a hit: at the top dose FP activity, negative = inhibition, most hits filed as inhibitors | 370,000 tested, 0.028% active; active = well fitted inhibition curve with a large enough effect in the polarisation, with a control signal flat; inconclusive = small, poorly fitted or top-dose-only effect, or effect the other way, or a change in a side signal; inactive = no such curve, though single readings can be large or run the other way; the % refers to the polarisation;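 note: polarization taken with two DNA probes labelled with fluorescein and Texas red; potency is the fitted concentration of half-maximal effect; % of control where 0% means no effect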
Target sequence (P11308 whole entry, looked up, the tested form may be a part): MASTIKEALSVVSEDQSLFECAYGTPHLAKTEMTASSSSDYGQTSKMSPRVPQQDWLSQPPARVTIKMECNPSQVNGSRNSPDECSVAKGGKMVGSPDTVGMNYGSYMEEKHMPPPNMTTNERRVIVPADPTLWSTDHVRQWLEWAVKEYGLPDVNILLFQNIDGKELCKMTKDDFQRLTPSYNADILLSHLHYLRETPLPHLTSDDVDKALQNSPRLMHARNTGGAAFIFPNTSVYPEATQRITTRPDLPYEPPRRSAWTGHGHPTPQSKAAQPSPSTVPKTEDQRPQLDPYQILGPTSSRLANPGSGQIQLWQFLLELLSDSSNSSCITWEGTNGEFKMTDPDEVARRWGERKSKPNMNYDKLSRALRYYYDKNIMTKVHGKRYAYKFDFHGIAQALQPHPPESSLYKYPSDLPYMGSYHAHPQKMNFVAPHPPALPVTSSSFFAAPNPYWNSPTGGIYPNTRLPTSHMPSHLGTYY
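His-tagged ERG Ets domain (1 uM in the protein solution; 300mM KCl, 50mM Tris-HCl, 1mM EDTA, 1mM DTT, pH 7.5) received compound, then a probe mix of 5 nM fluorescein-DNA and 100nM Texas-615-DNA. Fluorescence polarization was read for both dyes.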
D2 agonist: D2 dopamine receptor (human) agonism; P14416; HEK293 T-REx D2 cells, calcium flux agonist mode; activation, % at 2 µM; 340,000 tested, 0.53% active;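 active = activation over 3 SD above normal in the single-dose calcium agonist read, cut at about 30% in these data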; note: 0% is about no effect
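Tetracycline-induced HEK293 Trex cells with D2 receptor force-coupled to calcium signaling, plated overnight at 30 C and loaded with no-wash calcium dye. Calcium flux read kinetically for 180 s after compound addition; responses flag agonists.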
The depositor's hits bear a star; ? = inconclusive; / = no result given; & = joins results of further samples; ! = not confirmed by another sample; [ ] = another dose, or the depositor's remark. Unless noted, calls come from the whole dose curve; as a rule, active = well fitted curve in the direction sought with a large enough effect; inconclusive = small, poorly fitted or top-dose-only effect, or another doubt; inactive = no such curve, though single readings can be large; an effect the other way counts as inactive or inconclusive. A portion of the library (hit frequency here may not be typical).

SMILES | Vif-A3G inh | LDHA inh | RGS4 inhibitor | D2 antag | Vif-APOBEC3F blk | GRP78 ERSR act | 12-LOX inh | ERG-DNA inh | D2 agonist
COc1ccc(Nc2nc3ccccc3s2)cc1 | -7% | -6 | -13% | 11 | 5% | -1% | -1% | 14% | 0.6
CC(NC(=O)c1ccc(N2CCCC2=O)cc1)c1ccccc1 (stereo not drawn) | 2% | -4 | -8% | -12 | 1% | 1% | 1% | 5% | 3.6
CCC(=O)Nc1cc(Cl)ccc1C(=O)O | 0% | 0 | 11% | 9 | 4% | -4% | -19% | -6% | -0.6
CCOc1[nH]n(-c2ccccc2)c(=O)c1C=NCc1ccncc1 | 8% | -2 | 3% | 7 | -2% | -1% | 5% | -2% | 0.1
Cc1ccc(-c2cc(C(F)(F)F)n3nc(C(=O)Nc4ccc(Cl)cc4Cl)cc3n2)cc1 | 4% | -9 | 16% | / | -6% | -6% | -10% | ? | -0.1
Cc1nc(N2CCCCC2)c2ccsc2n1 | 2% | 0 | -17% | 13 | 3% | 1% | -9% | 11% | 0.5
COc1ccc(-c2nnc(SCc3ccccc3)n2N)cc1 | 3% | -16 | 20% | -2 | 1% | ? | 0% | 8% | -0.3
CC(C)=CCC(C)(C)/C=N/NC(N)=O | -1% | 2 | -10% | / | -10% | -3% | 99%[activator] | -1% | /
CN(C)S(=O)(=O)c1ccc(Cl)c(NC(=O)CN2CCNC(=O)C2)c1 | -1% | -14 | -1% | / | 1% | -1% | 7% | -3% | /
C[C@H](CO)N1C[C@H](C)[C@H](CN(C)C(=O)Nc2ccc(F)cc2)Oc2c(NC(=O)c3ccc(-c4nccs4)cc3)cccc2C1=O | -23% | -1 | -4% | / | 0% | -5% | -17% | -1% | /
CCN(CC)CCC(c1ccc(N(C)C)cc1)c1c(OC)cc(OC)c2ccc(=O)oc12 (stereo not drawn) | 3% | 1 | 4% | -27 | -5% | -2% | -11% | -5% | -0.4
CCC(COC)NCc1cn(-c2ccc(F)cc2F)nc1-c1ccccc1C (stereo not drawn) | 4% | -3 | -17% | -22 | -12% | -3% | 0% | 0% | 0.4
COc1ccc(CCN(C)CCCC(C#N)(c2cc(OC)c(OC)c(OC)c2)C(C)C)cc1OC (stereo not drawn) | 2% | -6 | -5%[56.9 µM] | 45* | 2% | -2%&-3%&-5%&-4% | ? | 17% | -2.1
CC(C)(C)C1CCc2c(sc(NC(=O)CSc3ncn[nH]3)c2C#N)C1 (stereo not drawn) | -15% | 1 | ? | -9 | 1% | -8% | ? | 9% | 0.5
CCOC(=O)c1ccc(O)c(-n2cc3c(c2-c2ccccc2)c(=O)n(C)c(=O)n3C)c1 | -6% | -4 | / | / | / | -3% | ? | / | /
Cc1cc2n(n1)C(c1ccc(N(C)C)cc1)Nc1ccccc1-2 (stereo not drawn) | 2% | 17 | 19% | 15 | 1% | -2% | 201%[activator] | 0% | -1.3
Cc1ccccc1NC(=O)c1ccc(Cl)c(S(=O)(=O)N2CCCCCC2)c1 | 7% | 2 | 34% | / | 2% | 1% | -24% | 5% | /
CCSc1nnc(NC(=O)c2cccc(S(=O)(=O)N(C)c3ccc(C)cc3)c2)s1 | 1% | -3 | 16% | 5 | -15% | -5% | -14% | -10% | -0.3
N#C/C(=C\c1ccc(-c2ccccc2C(=O)O)o1)c1nc2ccccc2[nH]1 | -9%&-9% | -4&-4 | -45%[56.9 µM] | -17 | 22µM*! | -3%&-7% | ? | -2%&-5% | 8.0&9.2
Cc1cccc(C)c1NC(=O)CN(C)c1ccc(C(F)(F)F)cn1 | 0% | 0 | -11% | -5 | 1% | -2% | 4% | -2% | 2.6
C[C@H]1CN([C@@H](C)CO)C(=O)c2cc(NC(=O)C3CCCCC3)ccc2O[C@H]1CN(C)CC1CCCCC1 | -1% | 1 | -11% | / | -3% | -4% | -13% | -7% | /
COCCN(C(=O)CSc1nnc(C)n1-c1ccccc1)c1c(N)n(Cc2ccccc2)c(=O)[nH]c1=O | -2% | -4 | ? | -3 | -12% | -2% | -16% | -2% | -2.4
Oc1ccc(NCc2ccccc2OCc2ccccc2F)cc1 | ? | 28&25 | ? | 17 | 2%&-5% | ? | 251%&192%[activator] | ? | -0.4&-0.6
Cc1nc2cc(NC(=O)c3ccc(N4C(=O)CCC4=O)cc3)ccc2s1 | -3% | -5 | -11% | 7 | -5% | -4% | 0% | 11% | 1.7
CN(C(=O)CSc1nc2ccccc2o1)C1CCS(=O)(=O)C1 (stereo not drawn) | -4% | -7 | -15% | -7 | 9% | 1% | ? | -7% | 0.7
Cc1ccc(S(=O)(=O)N2C[C@H]3[C@H]4C(=O)N(c5ccccc5)C(=O)[C@H]4CC(=O)[C@H]3[C@@H]2c2cccc3ccccc23)cc1 | -6% | -3 | / | / | / | -1% | 10% | / | /
CCOC(=O)C1CCCN(C(=O)C2CCCN(S(C)(=O)=O)C2)C1 (stereo not drawn) | -4% | -2 | -15% | 15 | -1% | 0% | 12% | 1% | 0.3
O=C(Nc1cnn(Cc2c(Cl)cccc2Cl)c1)c1ccc([N+](=O)[O-])cc1 | 3% | -4 | ? | 4 | / | -2% | -13% | -4% | 0.2
CNC(=S)Nc1ccc(OCc2ccccc2)cc1 | 4% | -1 | 0% | 3 | 3% | 7% | ? | 2% | -0.2
COc1ccc(N2C(=O)CSC2c2ccc(F)cc2)cc1 (stereo not drawn) | -11% | -3&5 | -1% | -5 | -5% | -7% | -3%&23% | -10% | 0.1
Cc1ccoc1C(=O)N1CCCC(CCC(=O)N2CCN(c3ccccn3)CC2)C1 (stereo not drawn) | 1% | -1 | -26% | 2 | 8% | 2% | ? | -13% | -0.1
Cc1onc(-c2c(F)cccc2Cl)c1C(=O)NCc1cccs1 | 1% | -7 | -6% | 13 | -5% | -3% | -5% | 6% | -0.3
COC(=O)c1ccc(C2NC(c3ccc4c(c3)OCO4)=CC(c3ccccc3O)N2)cc1 (stereo not drawn) | -19% | 5 | -27% | / | / | ? | / | / | /
COCCNCC(=O)Nc1nc(C)cs1 | -2% | -17 | -10% | -3 | 5% | 4% | -2% | 7% | 1.0
COc1ccc(CNC(=O)c2cc3sccc3n2C)cc1 | / | 5 | -1% | / | / | / | 0% | 4% | -0.3
CC(C)(C)NS(=O)(=O)NC(=O)C1=C(N2CCCC2)COC1=O | -4% | -20 | 14% | / | 0% | -2% | 12% | 3% | /
O=C(Cn1c(=O)sc2ccccc21)Nc1ccc(O)cc1 | 0% | -3 | -16% | 1 | 4% | -2% | 4% | 2% | -1.0
Cn1c(=O)c2ncn(CC(=O)Nc3ccc4c5c(cccc35)CC4)c2n(C)c1=O | -22% | 4 | -40% | -6 | -14% | 2% | ? | -1% | 3.3
CCC(Sc1nc2ccccc2c(=O)[nH]1)C(=O)Nc1ccc(C(C)=O)cc1 (stereo not drawn) | -3% | -4 | -4% | -10 | 15% | 11% | -2% | 6% | -0.3
CC(C)c1ccc(O)c(NC(=S)NC(=O)c2ccc3c(c2)OCO3)c1 | 1% | -1 | ? | -9 | -8% | 4% | 13µM* | 20% | 0.0
CCCNC(=O)C1(C)CCCN(C(=O)c2ccc(F)c(Cl)c2)C1 (stereo not drawn) | -1% | -1 | / | / | / | -2% | -4% | / | /
O=C(Nc1c(C(=O)N2CCN(c3ccc(F)cc3)CC2)oc2ccccc12)c1ccco1 | 5% | 4 | 13% | / | -5% | 0% | -13% | -11% | -2.1
COc1ccc(OC)c(NC(=S)N2CCN(C/C=C/c3ccccc3)CC2)c1 | -2% | -2 | -34%[56.9 µM] | 2 | -8% | -6% | -29% | -7% | 0.7
Cc1nn(Cc2ccccc2)c2c1C(c1ccncc1)C(C#N)=C(N)O2 (stereo not drawn) | -16% | 0 | -29% | -10 | 1% | -2% | 0% | 1% | 0.6
O=C(NCCNC(=O)c1ccccn1)c1ccc(-c2ccccc2)cc1 | -3% | -8 | 12% | 9 | 5% | -2% | 19% | -1% | 2.0
CC(=O)c1ccc(OCCCC(=O)Nc2cc(S(=O)(=O)N3CCCCC3)ccc2C)cc1 | 1% | 0 | -9% | 15 | 10% | -1% | -27% | 12% | -1.0
O=c1cnnc(Nc2ccccc2)[nH]1 | -2% | -1 | 10% | 8 | 6% | -6% | 13% | -11% | 0.5
Cc1ccc(NC(=O)Nc2ccccc2)c(Br)c1 | -1% | -9 | -7% | 13 | 4% | -2% | ? | -6% | -1.3
NC(=O)CC(NC(=O)Cc1ccc(Br)cc1)c1ccc(N2CCC(N3CCCCC3)CC2)c([N+](=O)[O-])c1 (stereo not drawn) | 5% | 1 | -2% | -7 | 4% | -1% | -1% | -3% | 0.2
CC(=O)N1N=C(c2cccs2)CC1c1cccs1 (stereo not drawn) | 0% | -10 | -15% | -8 | 3% | -3% | ? | -9% | 0.0
O=C(CSc1ccc([N+](=O)[O-])cn1)Nc1ccc2[nH]c(=O)[nH]c2c1 | -4% | -9 | -20% | -9 | 19% | -2% | ? | -8% | -0.8
CCc1ccc(NS(=O)(=O)c2ccc3[nH]cc(C(=O)NCCCOC(C)C)c(=O)c3c2)cc1 | -2% | -5 | -10% | / | 0% | -4% | ? | 5% | -0.6

Source: PubChem (National Center for Advancing Translational Sciences (NCATS))
